# PLAP activator – activates human placental alkaline phosphatase | purified PLAP enzyme, luminescent substrate read-out; hits give high values | activation fold at 20 µM | hit rate 1.2% among 96,000 | AID 696; in the data active = activation fold above about 2
# Target sequence (P05187 whole entry, looked up): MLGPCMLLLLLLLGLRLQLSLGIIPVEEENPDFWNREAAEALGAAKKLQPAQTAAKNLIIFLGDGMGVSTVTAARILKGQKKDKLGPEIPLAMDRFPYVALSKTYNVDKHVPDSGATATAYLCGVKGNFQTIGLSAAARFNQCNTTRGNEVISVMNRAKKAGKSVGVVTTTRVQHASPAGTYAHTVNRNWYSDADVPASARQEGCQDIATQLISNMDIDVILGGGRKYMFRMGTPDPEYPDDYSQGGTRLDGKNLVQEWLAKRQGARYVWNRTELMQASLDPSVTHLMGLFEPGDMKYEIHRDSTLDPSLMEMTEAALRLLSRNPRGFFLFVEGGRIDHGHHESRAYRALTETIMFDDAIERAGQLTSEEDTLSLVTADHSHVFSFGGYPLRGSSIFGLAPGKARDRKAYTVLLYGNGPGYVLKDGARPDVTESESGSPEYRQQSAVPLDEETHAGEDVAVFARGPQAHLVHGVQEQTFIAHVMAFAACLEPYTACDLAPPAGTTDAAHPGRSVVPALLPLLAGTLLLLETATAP
# PostGolgi ctrl – yeast control strain growth, post-Golgi counter-screen; efflux-deficient yeast background strain, growth absorbance A615, 16 h; inhibition, % at 10 µM; hit rate 5% among 98,000; AID 738
# sEH inh – blocks human soluble epoxide hydrolase activity; hit rate 0.34% among 91,000; P34913; recombinant human sEH enzymatic activity assay; inhibition, % at 2 µM; in the data active = inhibition above about 80%; also: values of inactives mirror those of a sister screen read the other way; many of its hits are not listed in these tables
# Target sequence (P34913 whole entry, looked up): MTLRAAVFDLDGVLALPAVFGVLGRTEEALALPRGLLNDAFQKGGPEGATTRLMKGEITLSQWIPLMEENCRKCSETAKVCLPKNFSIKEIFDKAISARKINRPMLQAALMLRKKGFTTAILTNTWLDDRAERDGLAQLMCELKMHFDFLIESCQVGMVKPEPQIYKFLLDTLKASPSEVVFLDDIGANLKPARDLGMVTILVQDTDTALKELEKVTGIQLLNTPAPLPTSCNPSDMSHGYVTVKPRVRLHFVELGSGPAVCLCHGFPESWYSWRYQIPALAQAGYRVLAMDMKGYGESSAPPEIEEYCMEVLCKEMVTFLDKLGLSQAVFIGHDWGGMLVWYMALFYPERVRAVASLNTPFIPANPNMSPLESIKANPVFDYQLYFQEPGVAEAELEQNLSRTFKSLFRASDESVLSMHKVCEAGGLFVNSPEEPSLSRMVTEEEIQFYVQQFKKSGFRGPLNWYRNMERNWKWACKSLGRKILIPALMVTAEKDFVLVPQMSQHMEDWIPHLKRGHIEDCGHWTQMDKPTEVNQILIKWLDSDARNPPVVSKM
# S1P2 blocker – S1P2 (human) receptor antagonism; O95136; cell-based S1P2 antagonist assay, inhibition at 5 uM; inhibition, % at 5 µM; hit rate 0.21% among 97,000; in the data active = inhibition above about 45%;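 also: CRE beta-lactamase reporter cells expressing human S1P2 stimulated with S1P; 0% = agonist at EC80 alone and 100% = agonist plus reference antagonist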
# sEH activator – activators of human soluble epoxide hydrolase | P34913 | purified human sEH enzymatic activity, activator screen | activation, % at 2 µM | hit rate 0.04% among 91,000 | AID 717; in the data active = activation above about 37%; also: values of inactives mirror those of a sister screen read the other way
# E coli WT exp – blocks growth of wild type E. coli BW25113; OD600 absorbance; growth inhibition, % at 100 µM; hit rate 0.15% among 98,000; AID 710;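 active = growth inhibition above about 50% at one test dose, limit read from the data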;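 also: growth measured after 20 h incubation at 37 °C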
# CD11b adhes inh – CD11b/CD18-fibrinogen binding inhibition. P05107+P11215. K562 CD11b/CD18 adhesion to fibrinogen, ATPlite luminescence; Mn2+ added to activate the integrin. inhibition, % at 10 µM. hit rate 0.54% among 93,000. AID 1497;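 active = primary inhibition of 50% or more at 10 µM, then 40% or more on retest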; also: some results filed as inactive read as strong as hits
# PostGolgi yeast – growth inhibition of a yeast mutant, post-Golgi transport screen. inhibition, % at 10 µM. hit rate 0.9% among 98,000. post-Golgi transport phenotypic cell assay;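 also: yeast cells grown in 1536-well plates; yeast grown about 18 h at 30C before absorbance read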
# S1P2 ag – activates the human S1P2 receptor | hit rate 0.46% among 97,000 | S1P2-expressing cell line, agonist reporter read-out | activation, % at 4.5 µM; in the data active = activation above about 16%;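 also: 0% = vehicle low control and 100% = maximal reference agonist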
# * marks the source's active call; other numbers are inactive results; x = not tested or not shown. Rule as the data show it, unless noted: active = inhibition above about 30%; inactive = the rest.
# Second line of a record – E coli WT exp	PostGolgi ctrl	S1P2 blocker	CD11b adhes inh	PostGolgi yeast	sEH inh	S1P2 ag	sEH activator	PLAP activator
> Cc1nc2sc(C(c3cccs3)N3CCOCC3)c(O)n2n1 (stereo not drawn)
 : 3	12	17	-12	5	0	-4	0	1
> Cc1nc(CNS(=O)(=O)c2cc(C)c(C)cc2C)cs1
 : 3	21	8	14	-3	5	4	-2	1.3
> CC(=O)Nc1cccc(-c2csc(NCc3ccco3)n2)c1
 : -1	11	-13	-9	8	-10	-6	9	1.3
> O=C(CSc1nc(-c2ccccc2)cc(=O)[nH]1)Nc1ccccn1
 : -3	8	-187	8	3	-6	-2	8	1.2
> O=C(NC1CCCCC1)c1cccc(COCC(F)(F)F)c1
 : x	x	-3	x	x	4	-3	-1	x
> Cc1ccc(SCc2cn3cccnc3n2)cc1
 : 17	8	9	2	8	2	-6	2	1
> Cc1cccc(C)c1OC(=O)CN(c1ccc(Cl)cc1)S(C)(=O)=O
 : 3	26	22	4	-4	x	-3	x	1
> CCC(C)C(=O)Nc1nc(-c2ccc3c(c2)NC(=O)CO3)cs1 (stereo not drawn)
 : 5	0	9	x	-10	-9	-2	9	0.9
> FC(F)(F)c1nnc(-c2ccccc2)nc1Oc1ccccc1
 : -6	3	-1	-14	-5	-7	-3	5	1
> O=C1OCCC1Sc1ncnc2sccc12 (stereo not drawn)
 : -13	9	3	5	2	3	-2	-5	0.9
> CNC(=S)N1N=C(c2ccccc2)CC1c1ccc(Br)cc1 (stereo not drawn)
 : -25	80*	-3	-7	-2	2	-9	-3	1
> CC(=O)c1ccc(NC(=O)c2cnn3ccccc23)cc1
 : 5	11	11	3	-7	-4	-4	2	0.8
> CCOC(=O)c1oc2ccccc2c1CN1CCN(C)CC1
 : x	x	-14	x	x	-3	-4	6	x
> O=c1oc2ccccc2c2c1ncn2CCN1CCOCC1
 : 2	0	-12	12	-2	-1	-2	5	0.9
> COc1ccc2c(c1)CCc1c(C(=O)Nc3c(C)n(C)n(-c4ccccc4)c3=O)noc1-2
 : -8	21	10	8	3	x	-7	x	1
> Cn1c(=O)c2c(nc(Br)n2Cc2ccccc2Cl)n(C)c1=O
 : 6	13	-43	-8	1	3	-7	-5	1.1
> CCOC(=O)N1CCN(C(=O)c2ccc3c(c2)N(CC)CCS3)CC1
 : 7	3	13	-1	1	x	-9	x	1.3
> c1cc2c(cc1-c1cnc3n1CCC3)OCCO2
 : 12	37*	41	-21	-6	6	-8	-3	0.9
> COCc1nnc(SCC(=O)Nc2cccc(Cl)c2C)n1-c1ccccc1
 : 4	6	3	0	2	-8	-2	8	0.9
> CCN(CCCNC(=O)C1CCC(=O)N1Cc1ccccc1Cl)c1cccc(C)c1 (stereo not drawn)
 : 2	4	-2	-22	1	58	-1	-60	1.6
> CC(NC(=O)c1cnc2n(c1=O)CCS2)c1ccccc1 (stereo not drawn)
 : 2	-2	-22	x	2	-9	-5	11	1.1
> c1ccc(-c2noc(C34CC5CC(CC(C5)C3)C4)n2)cc1
 : 3	-4	-9	2	8	3	-2	-5	0.8
> Cc1cc(C)nc(Sc2ccc(/C=C(\C#N)C(=O)Nc3ccccc3)o2)n1
 : -2	-6	-1	-2	-9	2	-6	0	0.9
> O=C(c1cc(Cl)ccc1Cl)N1CCN(c2ccccn2)CC1
 : 4	-9	-14	-5	7	3	-6	-5	1.1
> CCN1C(=O)/C(=C\c2ccc3c(c2)OCO3)C(C(=O)OC)=C1C
 : -5	-5	10	-7	23	-7	-3	10	1
> O=C(CCCn1c(=S)[nH]c2cc3c(cc2c1=O)OCO3)N1CCN(c2ncccn2)CC1
 : -5	43*	-12	x	10	-20	-2	20	1.1
> CCCCCCOC(=O)c1ccccc1NC(=O)/C=C/C(=O)O
 : 6	9	-26	x	-2	13	-3	-9	1.1
> Cc1ccc(C)n1-c1ccc(N2CCOCC2)nc1
 : 5	-8	-4	-4	0	-5	-6	11	1.1
> CN(c1ccccc1C(=O)Nc1ccc(S(=O)(=O)N2CCCCC2)cc1)S(C)(=O)=O
 : 9	0	3	-8	0	-18	-3	15	1.1
> O=C(Nc1cc(C(F)(F)F)ccc1N1CCOCC1)c1c(F)c(F)c(F)c(F)c1F
 : -1	-3	-22	-7	-6	-7	-2	5	0.9
> CS(=O)(=O)NCc1ccc(C(=O)NCCOc2ccccc2)cc1
 : 12	7	-12	-17	8	9	-3	-7	1
> CC(Nc1ccc(Br)cc1)C(=O)N/N=C/c1ccccc1OCc1ccccc1 (stereo not drawn)
 : -8	26	-1	1	17	-3	-1	4	1.4
> Cc1ccc(-n2c(=O)cc(N3CCN(C(=O)c4ccco4)CC3)[nH]c2=O)cc1
 : 3	2	x	0	-11	x	x	x	1
> COc1ccccc1S(=O)(=O)Nc1ccc(-c2nnc3n2CCCCC3)cc1
 : 2	-4	16	x	-2	-3	-5	5	1.2
> CCOc1ccc(NC2c3ccccc3C(=O)N2Cc2ccco2)cc1 (stereo not drawn)
 : 7	6	29	30	7	-18	-7	17	1.2
> Cc1cc(NC(=O)COc2ccc3oc4ccccc4c3c2)no1
 : -3	0	3	-4	0	5	2	-1	0.6
> COC(=O)CNC(=O)C(C)NC(=O)CNC(=O)OCc1ccccc1 (stereo not drawn)
 : 2	4	7	x	-11	9	-8	-6	1
> CC1(C)C(c2ccc(Cl)cc2)=[N+]([O-])C2(CCCC/C2=N\O)N1O (stereo not drawn)
 : 6	1	-16	1	3	-2	-6	0	1
> CC1CCCCN1C(=O)Cn1c(=O)oc2ccccc21 (stereo not drawn)
 : 2	7	-1	x	-26	-15	-8	17	x
> C=CCc1ccc(OCC(O)CN2CCC(Cc3ccccc3)CC2)c(OC)c1 (stereo not drawn)
 : 18	63*	28	30	98*	4	-5	-4	1.7
> Cc1ccc2c(c1)cc(CN(Cc1ccco1)C(=O)COc1ccccc1)c1nnnn12
 : -16	42*	20	-3	5	-12	-1	13	1.6
> S=C(Nc1cccc(Cl)c1)N1CCOCC1
 : 10	-2	-6	-30	4	-11	-3	10	1
> COc1ccc(-c2cccc(C(=O)Nc3ccc(C)cc3)c2)cc1
 : -2	3	9	x	-3	44	-9	-45	0.8
> CCCCn1c(SCC(=O)NCc2ccco2)nnc1-c1ccco1
 : 2	4	3	10	-2	6	-4	-6	1.1
> Fc1ccc(CN2CCCCCC2)c(F)c1
 : 9	-3	x	x	-3	x	x	x	0.9
> Cc1cc(OCCOc2cccc3cccnc23)cc(C)c1Cl
 : -15	22	-19	-6	-2	1	-4	-2	1
> CC(=O)c1cc(C#N)c(SCc2ccncc2)nc1C
 : 4	4	x	2	2	x	x	x	0.9
> O=C(CCn1c(=O)oc2ccccc21)NCc1ccc2c(c1)OCO2
 : -2	13	x	-56	2	x	x	x	1
> CC(C)Cc1nnc(NS(=O)(=O)Cc2ccccc2)s1
 : 2	5	6	3	16	9	-1	-11	1.4
> COc1ccccc1CN1C(=S)SC(C)(C)C1NO (stereo not drawn)
 : -2	8	-7	x	-3	-9	1	4	0.9

# Additional structures.
# Second line of a record – E coli WT exp	PostGolgi ctrl	S1P2 blocker	CD11b adhes inh	PostGolgi yeast	sEH inh	S1P2 ag	sEH activator	PLAP activator
> CNC(=S)N(Cc1ccc2c(c1)OCO2)C1CC(=O)N(c2ccc(F)cc2)C1=O (stereo not drawn)
 : 1	-2	-17	-21	0	8	-4	-5	0.9
> Cc1cc(=O)oc(C)c1C(=O)N1CCc2c([nH]c3ccccc23)C1C(C)C (stereo not drawn)
 : 2	1	1	-10	-1	8	-9	-10	1.5
> Cc1nnc(Nc2ccc(C(=O)NCCO)cc2)c2ccccc12
 : 1	0	x	22	9	x	x	x	1
> Cc1ccc(OCCCn2ccnc2)cc1C
 : 10	0	-7	-2	10	-14	-3	17	0.8
> COc1ccnc(Nc2cccc(C)c2)c1C#N
 : 1	13	2	-6	1	-7	-12	9	1
> Cc1cc(NC(=O)Cn2cnc3sc(C)c(-c4ccccc4)c3c2=O)no1
 : x	x	-22	x	x	-5	-2	5	x
> O=C1N=C(N2CCN(c3cccc4ccccc34)CC2)S/C1=C/c1cccs1
 : -8	37*	10	1	-5	-6	-2	5	1.2
> COc1ccc(CN2CC(C(=O)NCCN3CCN(c4ccccc4F)CC3)CC2=O)cc1 (stereo not drawn)
 : -4	3	-19	7	5	-10	-3	11	1.6
> Cc1nn(C(C)C(=O)NCCCc2ccccc2)c(=O)c2cc3occc3n12 (stereo not drawn)
 : -2	-2	-72	4	-5	-3	-4	7	1.6
> COC(=O)NC1CSCC1OC(=O)CN1C(=O)c2ccccc2C1=O (stereo not drawn)
 : 11	40*	x	-4	2	x	x	x	1.1
> COc1ccc(-c2csc(NC(C)=O)n2)cc1OC
 : -6	7	-26	10	15	9	-3	-8	1.1
> CCCCC(CC)CNC(=O)C1C2C=CC(C2)C1C(=O)O (stereo not drawn)
 : 2	13	1	-2	-3	-2	-3	4	1.1
> Cc1onc(-c2ccccc2Cl)c1C(=O)Nc1ccccc1N1CCOCC1
 : -5	12	4	-4	-5	-2	-1	2	1.6
> CCn1c(SCCC(C)C)nnc1-c1c[nH]c2ccccc12
 : 6	56*	8	23	-7	x	-5	x	0.8
> Cc1cc(C)nc(SCC(=O)NC2=NN=C(c3ccc(Br)cc3)CS2)n1
 : -12	23	1	x	4	-16	0	14	1
> O=C(NCc1cccs1)c1ccc2c(c1)ncn2C1CCCC1
 : -1	14	18	0	6	x	-5	x	0.8
> CCOc1ccc(NC(=O)Cn2nnc(-c3ccccc3F)n2)cc1
 : 0	-10	5	-13	-10	21	0	-21	0.7
> c1ccc(Cn2c(SCCN3CCOCC3)nnc2-c2cccnc2)cc1
 : -4	4	-6	-17	-2	-8	-2	8	1.4
> CCOC(=O)NCc1ccc(CNC(=O)OCC)cc1
 : 5	9	x	-11	14	x	x	x	1
> O=C(OCC(=O)N1CCCCCC1)c1cccs1
 : 2	14	16	-16	1	-1	-7	1	0.9

# Among those listed so far, these have a CF3 group.
# Second line of a record – E coli WT exp	PostGolgi ctrl	S1P2 blocker	CD11b adhes inh	PostGolgi yeast	sEH inh	S1P2 ag	sEH activator	PLAP activator
> O=C(NC1CCCCC1)c1cccc(COCC(F)(F)F)c1
 : x	x	-3	x	x	4	-3	-1	x
> FC(F)(F)c1nnc(-c2ccccc2)nc1Oc1ccccc1
 : -6	3	-1	-14	-5	-7	-3	5	1
> O=C(Nc1cc(C(F)(F)F)ccc1N1CCOCC1)c1c(F)c(F)c(F)c(F)c1F
 : -1	-3	-22	-7	-6	-7	-2	5	0.9

# Next section.
# Second line of a record – E coli WT exp	PostGolgi ctrl	S1P2 blocker	CD11b adhes inh	PostGolgi yeast	sEH inh	S1P2 ag	sEH activator	PLAP activator
> O=C(O)Cn1c(=O)cnc2ccccc21
 : -5	17	-8	2	-1	-8	-6	11	0.8
> O=C1CC(O)(C(F)F)Oc2ccc3ccccc3c21 (stereo not drawn)
 : 15	11	-1	-5	-10	-9	-1	8	0.8
> COc1ccc(-c2noc(CSc3nc4ccccc4c(=O)n3-c3ccccc3)n2)cc1OC
 : -4	15	-18	-14	-5	3	1	-2	0.8
> Cc1ccc(C)c(S(=O)(=O)NCc2ccc(C(=O)N3CCC(Cc4ccccc4)CC3)cc2)c1
 : -15	17	5	-12	6	-2	-8	3	1.3
> COc1ccc2nc(C)cc(SCC(=O)NNC(=O)COc3ccc(C)cc3)c2c1
 : -13	1	12	x	0	4	-6	-6	0.9
> O=C(c1ccccc1)c1ccncc1
 : 2	-10	8	-28	-1	2	-4	-3	0.9
> CCc1ccc(C(=O)Nc2ccc(S(=O)(=O)Nc3nc(C)cc(C)n3)cc2)o1
 : 2	-3	-23	-7	19	4	-3	1	1.4
> Cc1ccc2[nH]c(=O)c(N3CCOCC3)c(-c3ccccc3)c2c1
 : -5	21	-45	-10	-3	3	1	-7	0.9
> CC1CCN(S(=O)(=O)c2ccc(NC(=O)CN3CCCC(C)C3)cc2)CC1 (stereo not drawn)
 : -8	24	-9	8	-8	24	-3	-23	1.4
> Cc1ccc(CN2C(=O)CCC2C(=O)NC(C)C)cc1 (stereo not drawn)
 : 3	9	12	-6	0	-7	-6	8	1.1
> O=C(NCc1ccco1)C1CCN(S(=O)(=O)N2CCC3(CC2)OCCO3)CC1
 : 4	1	-9	-7	-4	14	1	-11	1.2
> COc1ccc(CCNC(=O)CSc2nc(-c3ccco3)cc(C(F)(F)F)n2)cc1OC
 : 3	7	3	-8	0	13	-5	-13	1.5
> O=C(Nc1cc(C(F)(F)F)ccc1-n1cncn1)c1ccc(Cl)cc1
 : -13	23	-25	-17	10	-14	-6	10	1

# Screening results: PubChem BioAssay, several laboratories
